NCOA2 inhibitor – human SRC2 (NCOA2) inhibition; inhibition, % at 9 µM; Q15596; HEK293 GAL4-SRC2 luciferase reporter, luminescence; 0.17% of 370,000 active;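 active = inhibition above the mean inhibition of all tested compounds plus 3 SD, set per campaign, cut at about 52% in these data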;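 also: 0% = DMSO treated cells and 100% = cells given Gossypol at 36 µM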
NR2F2 inh – NR2F2 (human) inhibition, primary screen. 0.7% of 370,000 active. inhibition, % at 8.6 µM. P24468. HEK293T NGFI-A luciferase reporter, luminescence;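 active = inhibition above a per-plate cutoff, mean inhibition of test wells between control levels plus 3 SD, cut at about 38% in these data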;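 also: cells cotransfected with COUP-TFII expression vector driving the NGFI-A reporter; 0% = median of COUP-TF2 test wells and 100% = reporter-only cells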
* marks the source's active call; other numbers are inactive results. An excerpt. The share of hits here may be higher or lower than overall.

SMILES | NCOA2 inhibitor | NR2F2 inh
Cc1ccc2c(COn3nnc4ccc(S(=O)(=O)N(C)C)cc43)cc(=O)oc2c1C | 13 | -7
COC(=O)[C@]12C[C@H](CC(=O)NCC3CCCCC3)C(=O)N(Cc3ccc4c(c3)OCO4)C1=C[C@H](C(C)C)O[C@@H]2C1CC1 | 8 | 10
CC(C)(C)c1ccc(-c2nnc(SCc3cccc4ccccc34)n2Cc2ccco2)cc1 | 20 | 12
Cc1cccc(CNC(=O)NC2CCCCN(Cc3cccc(Cl)c3)C2=O)c1 (centres undefined) | 5 | 22
COC1=C[C@H](C(=O)N[C@H]2CCCC[C@@H]2NC(C)=O)[C@H](C)[C@@H](c2ccccc2)CC1=O | -5 | -21
N#Cc1ccc(C(=O)NCC2CCN(C(=O)C(=O)c3cccs3)CC2)cc1 | 16 | -12
Cc1ccc(NC(=O)c2ccc(OCc3c(C)noc3C)cc2)cc1 | -4 | 0
O=C(CSc1nnc(-c2cccc(Cl)c2)n1Cc1ccco1)c1ccc(F)cc1 | -7 | 7
COc1ccc2c(c1)[C@]1(C(=O)N2C)C2=C(CCCC2=O)Oc2cc(C)oc(=O)c21 | -21 | -4
O=C(C(=O)N1CCN(S(=O)(=O)c2ccc(OC(F)(F)F)cc2)CC1)c1cccc(C(F)(F)F)c1 | -3 | 4
Cc1cc(C(=O)OCC(=O)Nc2cc(S(=O)(=O)N(C)C)ccc2C)c(C)o1 | 2 | 8
Nc1nc2c(ncn2[C@@H]2O[C@H](C(=O)NCC3CCCCC3)[C@@H](O)[C@H]2O)c(=O)[nH]1 | -9 | -1
COC(=O)C1=C(C)N(Cc2cccc(C(F)(F)F)c2)C(=NCc2cc(OC)c(OC)c(OC)c2)NC1c1cccc(C(F)(F)F)c1 (centres undefined) | 9 | 3
CC(C)C[C@H](NC(=O)c1ccc(Cl)c(Cl)c1)C(=O)N1CCC[C@H]1C(=O)NCc1ccccc1 | 3 | 2
CC(C)CNC(=O)OCc1cn(Cc2cc(F)ccc2F)nn1 | -4 | 6
O=C(Cn1nc(-c2ccccc2)ccc1=O)NCCc1cccc(F)c1 | -22 | -30
CCN(CC)C(=O)CC[C@H]1CC[C@]2(CCCN(S(=O)(=O)C3CCCCC3)C2)O1 | 19 | -2
O=C(CSc1nc2ccccc2s1)N=Nc1c(O)[nH]c2ccccc12 | -4 | 9
CC(C)C[C@H]1COc2c(Cl)cccc2S(=O)(=O)N1 | 17 | 18
C=CCN=C1NC(c2ccc(C(F)(F)F)cc2)C(C(=O)OC)=C(C)N1Cc1ccccc1C(F)(F)F (centres undefined) | -6 | 1
CCOC(=O)[C@@]12CCCC=C1N(CCc1ccc(Cl)cc1)C(=O)[C@H]2CC(=O)NCc1cccc2ccccc12 | -13 | -8
CN(C)c1cccc2c(S(=O)(=O)NCC3CCN(C(=O)C(=O)c4cc5ccccc5o4)CC3)cccc12 | -27 | 6
CC1=CC2=NC(=O)/C(=C\c3ccc(-c4ccc(Cl)cc4)o3)C(=N)N2O1 | -1 | -9
C#CCN1C(=O)[C@]2(OCCC=C[C@H]2C)c2cc(OC)ccc21 | -1 | 3
Cc1ccc(CN2CCCCC(NC(=O)c3c(F)cccc3F)C2=O)cc1 (centres undefined) | -45 | -27
Cc1ccc2c(c1)-c1c(cnn1CC(=O)NCCc1cccc(F)c1)CO2 | -9 | 8
CC(=O)Nc1ccc(S(=O)(=O)NCC2CCN(C(=O)C(=O)c3cccs3)CC2)cc1 | -10 | -5
C[C@H]1Cn2nnc(-c3ccccc3)c2Cn2c3ccccc3c(=O)n21 | -6 | -12
Nc1ccn([C@@H]2O[C@H](C(=O)N[C@H](Cc3ccccc3)C(=O)N3CCN(CCO)CC3)[C@@H](O)[C@H]2O)c(=O)n1 | 11 | 15
CCCCNc1cccc2c1S(=O)(=O)N[C@H](C)CO2 | -40 | -21
Nn1c(SCC(=O)NC2CCCCC2)nnc1-c1n[nH]c2c1CCC2 | -5 | 4
COC(=O)C1CN(Cc2ccc(OC)cc2)CCS(=O)(=O)N1Cc1ccc(Cl)cc1 (centres undefined) | 18 | 10
Cc1ccc(-n2c(SCC(=O)Nc3ccccc3-c3ccccc3)nnc2-c2cccnc2)cc1 | -7 | 11
CCOc1ccccc1-c1nc(-c2ccc(NC(=O)c3ccc(Br)o3)cc2)no1 | -37 | 3
C[C@H](O)[C@@H]1C(=O)N2CCc3c([nH]c4ccccc34)[C@@H]2C[C@@H]1N(C)C(=O)Nc1ccc(Br)cc1 | -7 | -5
COc1cccc(/C=C2\CC3(OC(=O)c4ccc(Cl)cc4)CCCN2C3)c1 (centres undefined) | 0 | -14
CC(=O)N1CCCN(C(=O)C2CCN(c3ncnc4c3sc3cccc(F)c34)CC2)CC1 | -40 | 7
CCOC(=O)c1[nH]c2ccc(OC)cc2c1NC(=O)CCN1CCC(C)CC1 | -10 | -6
Cc1cccc(NC(=O)CCS(=O)(=O)c2ccccc2)c1C | -30 | 5
CCOC(=O)[C@@]12CCCC=C1N(CCc1ccc(Cl)cc1)C(=O)[C@H]2CC(=O)N1CCCCC1 | -4 | 30

Taken from above:
NR2F2 inh with C#CCN1C(=O)[C@]2(OCCC=C[C@H]2C)c2cc(OC)ccc21 = 3
NCOA2 inhibitor with CCOc1ccccc1-c1nc(-c2ccc(NC(=O)c3ccc(Br)o3)cc2)no1 = -37

Of the compounds above, these have a furan ring, fused or not.
SMILES | NCOA2 inhibitor | NR2F2 inh
CC(C)(C)c1ccc(-c2nnc(SCc3cccc4ccccc34)n2Cc2ccco2)cc1 | 20 | 12
O=C(CSc1nnc(-c2cccc(Cl)c2)n1Cc1ccco1)c1ccc(F)cc1 | -7 | 7
Cc1cc(C(=O)OCC(=O)Nc2cc(S(=O)(=O)N(C)C)ccc2C)c(C)o1 | 2 | 8
CN(C)c1cccc2c(S(=O)(=O)NCC3CCN(C(=O)C(=O)c4cc5ccccc5o4)CC3)cccc12 | -27 | 6
CC1=CC2=NC(=O)/C(=C\c3ccc(-c4ccc(Cl)cc4)o3)C(=N)N2O1 | -1 | -9
CCOc1ccccc1-c1nc(-c2ccc(NC(=O)c3ccc(Br)o3)cc2)no1 | -37 | 3

Following part.
SMILES | NCOA2 inhibitor | NR2F2 inh
COC(=O)CCC[C@H](C)[C@@H](NS(=O)(=O)c1ccc(C)cc1)C(C)(C)C | -9 | 16
CCOC(=O)/C(=C\Nc1cccc(OCc2ccccc2)c1)NC(=O)c1ccccc1 | -8 | 9
C[C@H](CO)N1C[C@H](C)[C@@H](CN(C)C(=O)CCC(F)(F)F)OCc2cn(nn2)CCCC1=O | 6 | -19
C[C@H]1O[C@@H](n2c3ccc(Cl)cc3c3ccc4c5cc(Cl)ccc5[nH]c4c32)[C@H](O)[C@H](O)[C@H]1O | -7 | -12
C[C@H](CO)N1C[C@H](C)[C@@H](CN(C)C(=O)Nc2ccnc(N3CCOCC3)c2)OCc2cn(nn2)CCCC1=O | -27 | -13
Cc1ccccc1C(=O)NNC(=O)Nc1ccccc1 | 18 | -22
CCOC(=O)[C@]12CCCC=C1N(CCCOC)C(=O)[C@@H]2CC(=O)NCCCN1CCCC1=O | 3 | 12
O=C(c1ccc(Cl)cc1)N1CCC(Oc2cccnc2)CC1 | -2 | 20
CC(C)CN1C(=O)C[C@@]2(C(=O)N(C)c3ccc(NS(=O)(=O)C4CCCCC4)cc32)C1c1ccccc1 (some centres undefined) | -2 | 11
CCOC(=O)[C@]12CCCC=C1N(Cc1ccc(OC)cc1)C(=O)[C@@H]2CC(=O)NCc1ccc(OC)c(OC)c1 | 16 | 8
CN(Cc1ccccc1)C(=O)OCc1cn(Cc2cccc(F)c2F)nn1 | -2 | 5
COC(=O)C1=C(C)N(Cc2cccc(C(F)(F)F)c2)C(=NCc2ccc3c(c2)OCO3)NC1c1ccccc1 (centres undefined) | 3 | -15
CCC(C)(C)c1ccc(OCCCC[n+]2ccc(C)cc2)c(C(C)(C)CC)c1 | 4 | 27
Cc1ccc(O)c(C(C)c2c[nH]c3ccccc23)c1 (centres undefined) | -7 | -9
O=C(Nc1cccc(C(F)(F)F)c1)OC1CC2CC1[C@H]1CCCCN1[C@H]2Cc1ccccc1 (some centres undefined) | 19 | 23
CCc1ccccc1N=Nc1c(N)[nH]n(-c2ccccc2)c1=O | -26 | -23
O=S1(=O)c2c(cccc2N2CCCC2)O[C@H](COCc2ccccc2)CN1C1CC1 | 10 | 11
CN[C@H]1C[C@H]2c3cc(N4CCOCC4)ccc3CCN2C[C@H]1[C@H](C)O | -16 | -1
Cc1ccccc1N(C)C(=O)CN1CCN(c2nc(-c3ccccc3)cs2)CC1 | 20 | 11
Nn1c(SCC(=O)Nc2ccc(OCc3ccccc3)cc2)nnc1-c1cc(-c2ccc(F)cc2)n[nH]1 | 5 | -18
C[C@@H]1ON(C)[C@H]2C[C@H]3c4cc(-c5ccc6c(c5)OCO6)ccc4CCN3C[C@@H]12 | 3 | -2
Cc1cc(C(=O)OCCCN(C)C2CN(Cc3cn(Cc4ccccc4C(F)(F)F)nn3)S(=O)(=O)C2)no1 (centres undefined) | -12 | 7
CC1CCN(C(=O)C2CCCN(C(=O)c3ccc4c(c3)NC(=O)CS4)C2)CC1 (centres undefined) | 3 | -8
O=C(CCl)NC1CCCCN(Cc2cccc(C(F)(F)F)c2)C1=O (centres undefined) | 20 | 5
Cc1cc(C)cc(NC(=O)NCCCN2CCN(c3ccc(F)cc3)CC2)c1 | 6 | 11
Cc1ccc(C(=O)n2ccc3ccc(-c4ccc5ccn(Cc6ccc(C#N)cc6)c5c4)cc32)cc1 | -30 | -3
C[C@H](O)[C@@H]1CN2CCc3ccc(-c4ccc5c(c4)OCO5)cc3[C@@H]2C[C@@H]1N(C)C(=O)Nc1ccccc1 | 8 | -1
Cc1ccc(NC(=O)c2cccc3c2-c2ccccc2C3=O)c(C)c1 | 3 | 6
O=C(NCC1CCN(C(=O)C(=O)c2cc3ccccc3o2)CC1)c1ccc2c(c1)OCC2 | 13 | -12
COC(=O)[C@]12C[C@H](CC(=O)NCC3CCCCC3)C(=O)N(Cc3ccco3)C1=C[C@H](C(C)(C)C)O[C@@H]2C | 27 | 12
CCNC(=O)N1CCN(c2ccc(N3CCN(Cc4ccccc4)[C@@H](C)C3)c(C)c2)[C@H](C)C1 | 26 | 20
COc1cccc(C(=O)N[C@H](C(=O)N2CCC[C@H]2C(=O)NCCc2ccccc2Cl)c2ccccc2)c1 | -8 | -9
COCCCNC(=O)C[C@H]1C[C@@]2(C(=O)OC)C(=C[C@H](C(C)C)O[C@@H]2C2CC2)N(Cc2ccc3c(c2)OCO3)C1=O | 33 | 1
COc1ccc(S[C@]2(C(=O)NCC(C)C)CC(=O)N[C@@H]2c2ccc(OC)cc2)cc1 | -7 | 4
O=C(N[C@H](Cc1ccccc1)C(=O)N1CCCN(Cc2ccccc2F)CC1)[C@H]1O[C@@H](n2ccc(=O)[nH]c2=O)[C@H](O)[C@@H]1O | -9 | 23
Nc1[nH]c(C(=O)c2ccccc2)c(-c2ccc(Cl)cc2)c1C(=O)c1c[nH]c2ccccc12 | -9 | -16
CC(C)[C@@H]1NC(=O)[C@H]2C[C@@]3(C)c4ccccc4N[C@H]3N2C1=O | -6 | -10
N#Cc1ccc(Cn2ccc3ccc(-c4ccc5ccn(C(=O)c6ccccc6)c5c4)cc32)cc1 | -22 | -18
COCCCNC(=O)C[C@H]1C[C@@]2(C(=O)OC)C(=C[C@H](C(C)C)O[C@@H]2C2CC2)N(Cc2cccc3ccccc23)C1=O | 2 | 12
CCOc1cc(/C=N/NC(=O)N/N=C/c2ccc(O)c(OCC)c2)ccc1O | -71 | -50

Quoted at random: 2 entries already listed
SMILES | NCOA2 inhibitor | NR2F2 inh
O=C(N[C@H](Cc1ccccc1)C(=O)N1CCCN(Cc2ccccc2F)CC1)[C@H]1O[C@@H](n2ccc(=O)[nH]c2=O)[C@H](O)[C@@H]1O | -9 | 23
CCNC(=O)N1CCN(c2ccc(N3CCN(Cc4ccccc4)[C@@H](C)C3)c(C)c2)[C@H](C)C1 | 26 | 20

Remaining list, next part.
SMILES | NCOA2 inhibitor | NR2F2 inh
C#CCNC(=O)C[C@H]1C[C@@]2(C(=O)OC)C(=C[C@H](C(C)C)O[C@@H]2C2CC2)N(CCc2ccc(OC)c(OC)c2)C1=O | 17 | -2
N=C1C(c2nc3ccccc3s2)=C(O)CN1C1CCC(O)CC1 (centres undefined) | -5 | 3
Cc1cc(NC(=O)c2ccc(NS(=O)(=O)c3ccc(F)cc3)cc2)no1 | 2 | -7
C=CC[C@H]1c2ccccc2[C@H]2N3N=Cc4ccccc4[C@H]3[C@H](CCc3ccccc3)C(=O)N2N1C(=O)c1ccccc1 | 13 | 14
CCOC(=O)[C@]12CCCC=C1N(CCCOC)C(=O)[C@@H]2CC(=O)N1CCOCC1 | 18 | 13
Cc1ccc2c(c1)-n1c(nc3cc(Cl)ccc3c1=O)C(CC(C)C)NC2=O (centres undefined) | -8 | 5
CC(=NNC(=O)CSc1nnc(-c2ccc(C(C)(C)C)cc2)n1-c1ccccc1)c1cccc2ccccc12 | 27 | 18
COc1ccccc1Cc1c(C(C)(C)C)nc2c(C)cc(Br)cn12 | -6 | 7
CCCCCCC(=O)NC1CCCCN(C)C1=O (centres undefined) | -32 | 0
CCOc1ccc(-n2c(SCC(=O)c3ccccc3Cl)nnc2-c2ccncc2)cc1 | 6 | 2
O=C(Nc1c(-c2ccc(C(F)(F)F)cc2)nc2ncccn12)C1CC1 | -10 | 5
CN(CCc1ccccc1)C(=O)Cn1nc(-c2ccccc2)ccc1=O | 7 | 3
CC1CCCN(c2cccc3c2S(=O)(=O)N(Cc2cccc(Cl)c2)[C@@H](C)[C@H](c2ccccc2)O3)C1 (some centres undefined) | -11 | -7
C=CCOC(=O)N[C@H](c1ccccc1)[C@H](C)/C=C/CC(=O)OC | 7 | 24
COCCNC(=O)c1cn(C(C)c2ccccc2F)nn1 (centres undefined) | -7 | 6
CC(C)C(=O)N[C@H]1[C@H](O)CCC[C@]12C(=O)N(Cc1ccccc1)c1ccccc12 | 0 | -5
O=C(Nc1ccc(Cl)cc1)C1CCCN1S(=O)(=O)c1cccnc1 (centres undefined) | -13 | -9
S=C(Nc1ccc(Cl)cc1)OC1CCC12CCC(c1ccccc1)CC2 (centres undefined) | -4 | -1
